NCI-60 one-dose screen, 48 h, at 10 µM unless noted. Numbers give growth in % (100 = growth as untreated, 0 = no growth, -100 = all killed).
MOLT-4: MOLT-4 leukemia cells; 80,000 tested, 6.9% active
RPMI-8226: RPMI-8226 leukemia cells; 77,000 tested, 7.5% active; AID 1794781
HOP-62: HOP-62 NSCLC; 80,000 tested, 3.9% active
CCRF-CEM: CCRF-CEM leukemia; 77,000 tested, 7% active
K-562: K-562 leukemia | 78,000 tested, 7.4% active
SR: SR leukemia cells; 73,000 tested, 8.7% active; AID 1794780
HOP-92: HOP-92 NSCLC cells; 71,000 tested, 6.3% active
EKVX: EKVX NSCLC | 71,000 tested, 3% active
The depositor's hits bear a star; nt = not tested or not shown. The calls were made as follows: active = growth percent below 10; inactive = the rest. Compounds were not picked by outcome, and some 13% of all compounds hit somewhere here.

SMILES	MOLT-4	RPMI-8226	HOP-62	CCRF-CEM	K-562	SR	HOP-92	EKVX
O=C(/C=C1\C=CN(CCN2CCOCC2)c2ccccc21)n1ccc2ccccc21	97	97	98	101	94	103	86	94
c1ccc(C2=NN(c3ccccc3)C3=C4N(c5ccccc5)N=C(c5ccccc5)N4c4[nH]c(-c5ccccc5)cc4N23)cc1	95	180	95	141	81	83	90	nt
O=C1NCc2ccc3c(-c4cccc(Cl)c4)c[nH]c3c21	18	26	23	17	11	20	53	29
CCc1cc(N)c(S(=O)(=O)O)cc1Cl	109	110	109	104	117	nt	99	114
CC/C=C(\C)C(CCC)(CN=O)C(=O)OCC (stereo unspecified)	90	96	93	101	114	88	102	112
CN(C)C(=O)C(c1ccccc1)C(O)c1ccccc1 (stereo unspecified)	100	102	96	95	99	112	109	106
C#CCOc1ccc(C(Nc2ccc(F)cc2)c2nnnn2C2CCCCC2)cc1OC (stereo unspecified)	98	102	95	96	106	105	92	82
COc1ccc(C(=O)CSc2nccc(N3CCN(C)CC3)n2)cc1	99	92	101	101	99	89	86	96
CC12CCC3C4CCC(=O)C=C4CC(F)CC3C1CCC2O (stereo unspecified)	89	91	93	81	89	92	79	nt
CCc1c(C(=O)NCc2c(O)ccc3cccc(O)c23)[nH]c(C)c1C(C)=O	20	15	59	17	17	31	33	28
Nc1ccc2c(c1)/C(=N/O)c1cc([N+](=O)[O-])ccc1-2	26	59	92	25	23	9.6*	nt	86
O=C(Nc1nc(-c2cccnc2)nc2c1sc(=S)n2-c1ccccc1)C(F)(F)F	121	103	73	104	93	104	80	99
CCc1ccc(NC(c2cc3ccc(N(CC)CC)cc3oc2=O)c2nnnn2C(C)(C)C)cc1 (stereo unspecified)	74	87	106	107	82	97	89	90
CCOc1ccc(-c2c(N)n[nH]c2C(F)(F)F)cc1OCC	100	101	110	98	92	92	109	nt
C#Cc1cccc(Nc2ncnc3ccc(NC(=O)c4ccccc4)cc23)c1	59	65	102	90	64	62	65	52
CCCCCCCCCCCC(=O)OCCN	116	108	99	104	104	101	80	100
C[S+](C)CC(=O)c1ccc2ccccc2c1	76	93	99	97	97	81	86	89
Oc1ccc(C(c2ccc(O)cc2)C(c2ccc(O)cc2)c2ccc(O)cc2)cc1	82	85	98	86	92	79	77	95
O=C(c1ccc(O)cc1)[C@@H]1CN[C@@]2(C(=O)Nc3ccccc32)[C@H]1c1ccc(F)cc1	90	95	99	99	88	88	101	92
O=C1CCN(C(=O)c2ccccc2)c2ccccc21	97	106	95	97	106	96	112	133
CCN(CCCCCCN1CC(=O)N(CCCCCCN(CC)Cc2ccccc2OC)CC1=O)Cc1ccccc1OC	43	30	80	nt	4.4*	39	nt	73
CCOC(=O)c1c2c(c(C)n1Cc1ccccc1)-c1nn(C)cc1CC2	69	67	78	93	84	51	72	134
CCOC(=O)CCC(NC(=O)/C=C\c1ccc([N+](=O)[O-])cc1)C(=O)OCC (stereo unspecified)	89	101	122	nt	91	78	110	110
CCC1(C)c2cc(C)c(C(C)=O)cc2C(C)(C)C1C (stereo unspecified)	103	104	95	105	92	114	91	107
Cc1ccc2c(c1)C(C)Cc1c(ncnc1-n1cnc3ccccc31)N2C (stereo unspecified)	12	22	38	10	6.6*	nt	63	40
CCCCNC(=O)c1ccccc1C	98	100	91	100	103	85	96	95
Cc1c(-c2ccccc2)n(O)c(-c2ccc(N(C)C)cc2)[n+]1[O-]	103	96	98	100	99	91	nt	nt
Cn1cc(-c2noc(-c3cn(C)c4ncc(Br)cc34)n2)c2ccccc21	100	87	96	99	96	84	88	90
CCCCn1c(N)c(N(CC)C(=O)Cc2c(Cl)cccc2Cl)c(=O)[nH]c1=O	198	nt	101	133	295	195	89	109
CCCCCCCCN(CCCCCCCC)CC(O)c1ccc(I)cc1 (stereo unspecified)	93	71	101	75	93	54	82	91
CCOc1ccc2nc(NC(=O)CSc3nnc4n3S(=O)(=O)c3ccccc3N4C)sc2c1	100	81	100	74	52	111	95	92
COc1ccc(NS(=O)CCCc2ccccc2)cc1 (stereo unspecified)	96	100	87	71	112	90	98	106
O=C(Nc1cc(F)cc(F)c1)c1nc(-c2ccccc2)n(-c2cccc3ccccc23)n1	52	62	79	85	64	75	93	65
O=C(O)[C@H]1O[C@@H](n2cnc3c(=O)[nH]cnc32)[C@H](O)[C@@H]1O	101	nt	105	112	97	100	133	107
CCC(=O)Oc1ccc(OC)cc1	92	128	98	101	107	93	nt	104
CC(C)C(=O)Nc1ccc(/C=C2/C=Cc3ccccc32)cc1	96	97	97	89	95	99	107	101
S=C1c2ccccc2-c2ccccc21	111	nt	86	102	106	116	102	109
CCCCC(O)Cn1ncc(C(=O)N/N=C\c2ccc(OC)c(OC3CCCC3)c2)c1N (stereo unspecified)	72	64	98	82	81	78	95	nt
CC(=O)[C@@]1(O)CCC2C3CCC4=CC(=O)CC[C@]4(C)C3CC[C@@]21C (stereo partly specified)	83	102	nt	100	nt	97	nt	99
O=C1Nc2cc(-c3cccc(O)c3)ccc2/C1=C/c1ccc[nH]1	15	-15*	14	13	5.7*	4.1*	31	23
O=C(COc1ccccc1)OC1CCCCC1C1CCCCC1 (stereo unspecified)	105	103	98	100	106	100	90	108
CC1Cc2c(Cl)ncnc2N(C)c2ccc(O)cc21 (stereo unspecified)	68	69	54	83	90	90	85	51
COc1nc2cc(OCc3ccccc3)ccc2cc1-c1nc2c(cnn2-c2ccccc2)c(=O)[nH]1	99	101	118	99	97	119	97	105
Cc1ccc2c(-c3cc(-c4ccccc4)nc(N)c3C#N)cc(=O)oc2c1	94	101	88	105	108	100	92	113
CCOC(=O)CCN(CCC(=O)OCC)c1ccccc1	96	nt	86	62	121	104	nt	115
CCCCOc1nc2cc(Cl)ccc2cc1-c1cc(-c2ccc(Cl)cc2)nc(-c2ccc(Cl)cc2)c1	108	nt	109	105	101	101	98	108
COc1cc(C2=NN(C=O)C(c3sc(N(C)Cc4ccccc4)nc3Cl)C2)cc(OC)c1OC (stereo unspecified)	82	50	93	67	60	82	52	84
CCOc1ccc(NC(=O)N(O)C2(C#N)CCCCC2)cc1	nt	97	106	100	13	105	nt	107
COc1ccc(/C=C/C(=O)c2ccc(NC(=O)CSc3nnc(-c4ccc5nc(-c6ccccc6)[nH]c5c4)o3)cc2)cc1	76	49	108	66	96	87	115	105
c1ccc(Cn2cc3c(c2-c2ccccc2)CCc2c(CN4CCOCC4)noc2-3)cc1	99	78	104	96	88	114	94	90
COc1cc(OC)c(C(=O)/C=C/c2ccc(OC)c(OC)c2)cc1CC=C(C)C	73	33	100	36	63	nt	56	102
NC(=O)[C@H]1O[C@@H](n2cnc3c(=O)[nH]c(N)nc32)[C@H](O)[C@@H]1O	106	106	100	105	106	110	113	104
Nc1ccc(Cl)cc1Cl	106	113	103	106	108	92	78	100
O=C1/C(=C/N2N=C(c3ccc4ccccc4c3)CC2c2ccccc2O)SC(=S)N1c1cccnc1 (stereo unspecified)	19	-8.3*	25	12	11	29	77	43
CC/C=C\C[C@@H](O)C/C=C1/C(=O)C=C[C@H]1C/C=C\CCCC(=O)O	75	nt	109	19	49	21	108	120
CC1(C)C(=O)NC(=O)C1(C)C	109	93	110	nt	108	nt	108	105
COc1ccc(/C=N/C2=NNC(C)(c3ccccc3O)N2C(C)C(=O)O)cc1 (stereo unspecified)	92	95	76	103	88	91	79	104
COc1ccc(C2NC3=C(CCCC3)C(C#N)(C#N)C2(C#N)C#N)cc1 (stereo unspecified)	9.3*	80	95	7.4*	12	1.1*	103	88
O=[N+]([O-])c1cccnc1Oc1cccnc1	nt	91	103	93	102	125	95	109
CCCCN(CCCC)CCC(O)c1ccc2ccccc2c1 (stereo unspecified)	99	103	nt	101	90	97	63	90
(list continues)
SMILES	MOLT-4	RPMI-8226	HOP-62	CCRF-CEM	K-562	SR	HOP-92	EKVX
CC(=O)CC(=O)Nc1ccccc1C	123	91	98	97	96	89	69	107
O=C(CNC(=O)OCc1ccccc1)NC(Cc1cnc[nH]1)C(=O)O (stereo unspecified)	101	nt	nt	73	107	nt	76	92
CC1=CSc2nnc(CSC(SCc3nnc4n3NC(C)=CS4)c3ccccc3)n2N1	nt	102	96	106	nt	nt	96	nt
Nc1c(C(=O)c2ccc(F)cc2)oc2nc(-c3cnccn3)cc(-c3cccs3)c12	101	101	101	100	98	98	95	99
CCOC(=O)c1sc2nc(-c3ccc(Cl)cc3)nc(N3CCOCC3)c2c1C	95	100	102	104	99	101	71	79
NC(=O)COc1ccc(Cl)cc1Cl	96	103	107	106	94	86	104	nt
CCCCCC(=O)NCc1ccccc1	96	nt	105	100	103	116	98	104
CCCCCCCCCCCCCCCCCCOc1ccc(CC(=O)OCC[N+]2(C)CCCC2)cc1	nt	98	101	99	92	101	110	100
CSC1=NC(N)=NN=C2N1C(=O)C(CC(C)C)N2C(C)=O (stereo unspecified)	108	101	87	104	100	97	92	93
CC(CCC(=O)O)(c1ccc(O)cc1)c1ccc(O)cc1	108	106	101	106	116	112	108	nt
CCCCCCCCCCCCCCCCNC(=O)OCC	96	95	114	nt	99	84	92	nt
N#CC1(C#N)C(/C=N/NC(N)=S)C(c2ccccc2)C1(C#N)C#N (stereo unspecified)	70	83	113	86	79	69	87	91
COCCOc1ccc(-c2csc(NC(=O)CN3CCN(CCO)CC3)n2)cc1NS(=O)(=O)c1cccc2c(N(C)C)cccc12	nt	55	81	46	nt	nt	13	81
Cc1cc(C)c2c(c1)N(C)c1ncnc(-n3c(C)nc4cc(C)ccc43)c1CC2C (stereo unspecified)	28	35	44	22	12	11	11	45
O=C(O)C(=O)c1c[nH]c2ccccc12	97	96	93	96	100	nt	68	103
COC(=O)[C@]12CC[C@@H](C)[C@H](C)[C@@H]1C1=CC[C@@H]3[C@@]4(C)C[C@@H](O)[C@H](O)[C@@](C)(CO)[C@@H]4[C@H](O)C[C@@]3(C)[C@]1(C)CC2	-52*	-21*	-59*	-44*	-32*	-37*	-56*	-33*
CN1CCN(c2ccc(/C=N/n3cnc4oc(-c5ccccc5)cc4c3=N)cc2)CC1	44	88	84	45	6.4*	37	61	88
CC(C)(c1ccc(O)c([N+](=O)[O-])c1)c1ccc(O)c([N+](=O)[O-])c1	89	87	99	87	103	102	81	98
COc1ccc2[nH]cc(-c3nc(N)nnc3-c3c[nH]c4ncc(Br)cc34)c2c1	48	61	52	67	26	29	80	71
CCCCCCCCCCCCC1C/C=C\CCCC(=O)O1 (stereo unspecified)	37	90	106	nt	101	-18*	nt	94
O=C(N/N=C/c1cc2ccccc2c2ccccc12)c1cc(O)c(O)c(O)c1	36	79	54	11	20	9.6*	nt	nt
COc1ccc(OC)c(NC(=O)CCCCCCNC(=O)C(O)(O)C(F)(F)F)c1	20	21	37	24	19	13	29	56
C/C(=N/O)c1ccc(NC(=O)CSc2nnc(-c3cc(-c4ccc(Cl)cc4)nc4ccccc34)o2)cc1	77	97	98	99	81	76	103	99
CCC(CC)C1OC(=O)C(C)O1 (stereo unspecified)	100	113	96	92	97	91	nt	nt
CCN(CC)c1ccc(/C=C/C2=[N+](C)c3ccccc3C2(C)C)cc1	15	-21*	14	7.5*	28	28	-11*	0.1*
Cc1cc(O)cc2c1[C@H]1CC[C@]3(C)[C@@H](O)CC[C@H]3[C@@H]1C=C2	79	81	75	69	nt	40	105	105
CC1CN=C(c2ccc(NC(=O)Nc3ccc(C4=NCCN4)cc3)cc2)N1 (stereo unspecified)	77	60	83	82	nt	nt	nt	67
O=C(CCCl)c1ccc(F)cc1	98	102	93	97	100	91	100	96
c1ccc(C(c2ccccc2)N2CCCCC2)cc1	97	104	100	100	110	93	nt	nt
COc1ccc2c(Cn3cc(CSc4nc5cc(Cl)ccc5o4)nn3)cc(=O)oc2c1	97	104	104	93	84	87	116	101
O=C1NC(=S)NC(=O)C1CC(=O)n1cnc2ccccc21	111	115	93	111	111	nt	94	97
CCSc1nc(NC)c2ccc(-c3ccc(F)c(F)c3)cc2n1	56	55	93	75	25	44	71	90

Compound activity (PubChem)
